# Assay outcomes as filed in PubChem.
# Growth percent in the NCI-60 one-dose screen (48 h, 10 µM unless noted): 100 = growth as untreated, 0 = no growth, -100 = all killed.
# LOX IMVI – LOX IMVI melanoma. actives 7.4% (n = 79,000)
# CCRF-CEM – CCRF-CEM leukemia | AID 1794778 | actives 7% (n = 77,000)
# A549/ATCC – A549/ATCC NSCLC | actives 3.7% (n = 81,000)
# HOP-62 – HOP-62 NSCLC | actives 3.9% (n = 80,000)
# HOP-92 – HOP-92 NSCLC cells; AID 1794738; actives 6.3% (n = 71,000)
# SK-MEL-5 – SK-MEL-5 melanoma; AID 1794755; actives 6.4% (n = 80,000)
# M14 – M14 melanoma. actives 6.2% (n = 80,000). AID 1794745
# EKVX – EKVX NSCLC | AID 1794765 | actives 3% (n = 71,000)
# Numbers without * were called inactive; · = no result given; & = joins results of further samples. How the source made its calls: active means growth percent below 10; inactive means the rest.
mol,LOX IMVI,CCRF-CEM,A549/ATCC,HOP-62,HOP-92,SK-MEL-5,M14,EKVX
OCC(O)c1ccccc1 (stereo not drawn),101,99,104,100,98,100,99,107
CCOC(=O)/C(C#N)=C/c1ccccc1[N+](=O)[O-],90,98,98,·,98,98,94,103
O=CNNc1ccccc1,52,74,85,82,100,102,70,84
O=C(CS(=O)(=O)c1ccc(F)cc1)Nc1ccccc1C(=O)O,100,106,106,105,112,104,106,103
CCOC(=O)CN(C)CC(=O)OCC,103,95,99,98,99,104,103,·
COc1ccc(/C=N/Nc2ncc(C(N)=O)c(N)n2)cc1,94,85,92,87,67,94,86,105
COC(=O)NC1(C(=O)O)CCCC1,102,92,101,105,·,107,106,103
CC1Nc2cccc3cccc(c23)NC1=O (stereo not drawn),86,95,110,82,·,100,97,106
N#Cc1ccc(NC(=O)Nc2ccc([N+](=O)[O-])cc2Cl)cc1,·,95,88,104,104,94,109,95
N#Cc1c(-c2cccs2)nc(N2N=C(c3ccccc3)CC2c2ccc(F)cc2)[nH]c1=O (stereo not drawn),86,94,102,63,85,96,96,83
Cc1ccccc1-n1c(C)nc2cc(NS(=O)(=O)c3ccccc3)ccc2c1=O,101,87,95,107,98,103,105,86
O=C(O)CN1CCc2c(sc3ncnc(N/N=C/c4ccc(Br)cc4)c23)C1,104,·,116,107,110,95,110,101
O=C(Nc1cc(C(F)(F)F)cc(C(F)(F)F)c1)c1cc(Cl)ccc1O,-59*,-10*,5.5*,-3.4*,-14*,-70*,-33*,3.4*
Brc1cscc1Br,102,89,90,107,·,100,119,·
O=C(OCC(O)C(=O)NC12CC3CC(CC(C3)C1)C2)c1ccc(Cl)cc1 (stereo not drawn),97,93,96,105,98,104,102,100
O=C1C=C(Nc2cccc(C(=O)O)c2)c2ccccc2C1=O,90,100,93,90,92,110,100,106
CCCc1ccnc(NS(=O)(=O)c2ccc(N)cc2)n1,83,46,79,105,93,84,96,58
Nc1ccccc1C#Cc1ccccc1C#Cc1ccc(OCCCCCCOc2ccc(C#Cc3ccccc3C#Cc3ccccc3N)cc2)cc1,103,-60*,106,94,89,82,108,89
N[C@@H](Cc1c[nH]c2ccccc12)C(=O)Nc1nncs1,102,·,109,118,96,108,109,83
Cc1ccc(C(O)(CNCc2ccccc2)c2ccccc2)cc1 (stereo not drawn),78,73,65,77,55,94,71,89
Cc1ccc(/C=C2/SC(=S)N(CCc3ccc(O)cc3)C2=O)o1,·,33,98,94,72,100,76,90
CCOC(=O)CCC1CCCCC1=O (stereo not drawn),108,108,90,103,103,105,111,·
OCCN1CCCN(CCCN2c3ccccc3Sc3ccc(C(F)(F)F)cc32)CC1,49,·,·,75,·,36,7.5*,·
Cc1nn(-c2ccccc2)c2ncc3c(c12)C(=O)N(Cc1ccccc1)C3=O,37,·,14,1.3*,·,99,69,37
CC1(C)CC[C@]23CC[C@]4(C)[C@H](CC[C@@H]5[C@@]6(C)C/C(=C\O)C(=O)C(C)(C)[C@@H]6CC[C@]54C)[C@H]2[C@H]1OC3=O,97,107,104,94,98,100,110,103
O=NC1C2C=CC(C2)C1Cl (stereo not drawn),100,115,101,97,109,98,95,101
Cc1ccc(C(=O)/C=C/c2ccccc2)cc1,102,107,99,98,101,104,108,110
C/C=C/C=N/NC(=S)NCc1ccccc1,96,111,75,105,111,104,97,106
Cc1ccc(NCc2cn(-c3ccc(C(=O)O)cc3)nc2-c2ccc(C(=O)O)cc2)cc1Cl,98,106,106,101,100,100,107,100
COC(=O)[C@@H]1CCCN1C(=O)[C@@H]1CCCN1C(=O)[C@H](Cc1ccccc1)NC(=S)Nc1cc(C(F)(F)F)cc(C(F)(F)F)c1,89,53,16,90,59,86,89,76

# Just SK-MEL-5, HOP-92 and EKVX, for some of the entries so far:
SMILES	SK-MEL-5	HOP-92	EKVX
C/C=C/C=N/NC(=S)NCc1ccccc1	104	111	106
O=NC1C2C=CC(C2)C1Cl (stereo not drawn)	98	109	101

# A few values from the results shown:
# `Cc1ccc(C(=O)/C=C/c2ccccc2)cc1` | HOP-92: 101
# `C/C=C/C=N/NC(=S)NCc1ccccc1` | SK-MEL-5: 104
# `O=NC1C2C=CC(C2)C1Cl` (stereo not drawn) | EKVX: 101
# `CC1(C)CC[C@]23CC[C@]4(C)[C@H](CC[C@@H]5[C@@]6(C)C/C(=C\O)C(=O)C(C)(C)[C@@H]6CC[C@]54C)[C@H]2[C@H]1OC3=O` | LOX IMVI: 97
# `Cc1ccc(/C=C2/SC(=S)N(CCc3ccc(O)cc3)C2=O)o1` | HOP-62: 94
# `O=C1C=C(Nc2cccc(C(=O)O)c2)c2ccccc2C1=O` | SK-MEL-5: 110
# `Cc1nn(-c2ccccc2)c2ncc3c(c12)C(=O)N(Cc1ccccc1)C3=O` | A549/ATCC: 14

# (cont.)
mol,LOX IMVI,CCRF-CEM,A549/ATCC,HOP-62,HOP-92,SK-MEL-5,M14,EKVX
CC12CCC3c4ccccc4CCC3(CO1)C2 (stereo not drawn),101,87,106,96,105,102,128,107
C/C(=C(/c1ccc(Cl)cc1)c1ccc(OCCN2CCCCC2)cc1)c1ccc(Cl)cc1,98,84,103,106,110,114,102,105
COc1ccccc1Nc1nc(-c2ccc(O)cc2)nc2n[nH]c(Nc3ccccc3)c12,42,36,53,65,·,50,36,82
Cn1c(=O)c2c(nc(Br)n2CC(=O)N2CCc3ccccc32)n(C)c1=O,92,98,102,104,95,98,107,100
CCCCCCCC/C=C\CCCCCCCCOc1ccccc1CC(=O)NCC[N+](C)(C)C,74,·,71,37,61,75,57,83
Nc1ccc(S(=O)(=O)O)c2cc(S(=O)(=O)O)cc(O)c12,90,102,104,107,124,103,91,101
C=CCN1C(=O)/C(=C/c2ccc(N(C)C)cc2)SC1=Nc1ccc(Cl)c(Cl)c1,92,100,90,90,75,92,82,102
COc1ccc(-c2c(-c3ccccc3)oc3cc(O)ccc3c2=O)cc1,96,94,70,88,97,94,99,88
C[C@@H]1CC[C@@]2(OC1)O[C@H]1C[C@H]3[C@@H]4CC=C5c6sc(Nc7ccccn7)nc6CC[C@]5(C)[C@H]4CC[C@]3(C)[C@H]1[C@@H]2C,103,91,104,116,99,97,94,103
Cc1cccc(C2=CCCCC2)c1,102,96,96,119,95,101,107,·
O=C1/C(=C/c2coc3ccccc3c2=O)N=C(c2ccccc2)N1c1ccc(S(=O)(=O)Nc2nccs2)cc1,91,88,100,94,·,88,100,·
Cc1cc(NCc2cc(Nc3ccnc4cc(Cl)ccc34)ccc2F)nc(N2CCCC2)n1,-93*,-22*,8.7*,-13*,41,-94*,-71*,17
O=S(=O)(NCCNc1cc(-c2c(-c3cccc(O)c3)nc3sccn23)ccn1)c1c(Cl)cccc1Cl,61,35,46,105,39,27,64,53
CC(C)Cc1ccc(C(C)C(=O)OCc2ccc(Cn3c(=O)sn(CCI)c3=O)cc2)cc1 (stereo not drawn),92,92,97,102,90,·,·,94
COc1cc(-c2nc(SCCC(C)C)nc(Nc3ccccc3C)c2C#N)cc(OC)c1OC,98,99,102,99,104,105,103,104
COc1ccc(Nc2ncnc3c2cnn3-c2cccc(F)c2)cc1,96,108,95,95,74,96,94,101
CC1=C2[C@@H](CC1)[C@]1(C)O[C@@](C(C)C)(C[C@H]1OC(=O)CO)[C@H]2OC(=O)C1CC1c1ccccc1 (stereo partly drawn),77,96,74,82,87,95,88,94
COc1cccc2c1nc1n2C(c2c(F)cccc2F)SC1 (stereo not drawn),90,73,101,85,75,71,89,91
Cc1cc(=O)n(C)c2cc(N3C(=O)CC[C@@H](NS(=O)(=O)CC(C)C)[C@@H]3c3ccc(Cl)cc3)ccc12,99,93,87,99,119,91,103,90
COc1cccc(CN2CCN(N=O)CC2)c1,100,107,89,100,113,106,107,·
COc1cc(CNC(=O)/C=C/c2ccccc2)ccc1OCc1cn(-c2ccccc2F)nn1,89,97,96,121,106,90,108,99
CC1=CC(C)(C)NC(=S)N1c1cccc2c(S(=O)(=O)O)cccc12,105,113,111,103,·,109,103,109
CC(=O)OC1CC2CC1C1C=CCC21 (stereo not drawn),94&94,101,99&102,75&104,93&96,105,99&109,108&101
COc1cc(Cn2nc(-c3ccccc3)c3c2CCc2cnoc2-3)cc(OC)c1OC,87,84,63,91,38,·,98,81
COc1ccc(-c2ccc3cnc4sc(-c5ccc(OC)cc5)nc4c3n2)cc1,87,102,93,98,100,85,115,69
O=C(O)C(Oc1ccc(Cl)cc1)c1ccc(Cl)cc1 (stereo not drawn),103,95,93,109,102,·,106,96
CNN(C)c1ccccc1C,103,105,113,97,84,109,·,96
Cc1ccc([C@@H]2C[C@@H]3Cc4cc(F)ccc4N2O3)s1,91,107,100,·,73,99,116,94
O=C(C1CCC1)N1N=C(c2ccc(-n3ccc(C(F)(F)F)n3)c(F)c2)CC1c1ccc[nH]1 (stereo not drawn),101,99,97,110,132,102,107,96
COc1ccc(/C=C2\N=C(c3ccccc3)N(C(=O)c3ccccc3O)NC2=O)cc1,96,·,97,99,76,101,99,88

# 3 entries from above, arranged by SMILES length, lowest first.
mol,LOX IMVI,CCRF-CEM,A549/ATCC,HOP-62,HOP-92,SK-MEL-5,M14,EKVX
COc1cc(CNC(=O)/C=C/c2ccccc2)ccc1OCc1cn(-c2ccccc2F)nn1,89,97,96,121,106,90,108,99
O=C(C1CCC1)N1N=C(c2ccc(-n3ccc(C(F)(F)F)n3)c(F)c2)CC1c1ccc[nH]1 (stereo not drawn),101,99,97,110,132,102,107,96
Cc1cc(=O)n(C)c2cc(N3C(=O)CC[C@@H](NS(=O)(=O)CC(C)C)[C@@H]3c3ccc(Cl)cc3)ccc12,99,93,87,99,119,91,103,90

# Other results:
mol,LOX IMVI,CCRF-CEM,A549/ATCC,HOP-62,HOP-92,SK-MEL-5,M14,EKVX
S=c1[nH]c2cnc(Cl)nc2[nH]1,105,101,103,106,114,115,113,104
COc1cc(-c2nc(-c3ncccn3)nc(N)c2C#N)cc(OC)c1OC,95,77,106,97,97,97,106,106
O=C(O)CCCCC(=O)O,·,97,105,116,94,107,101,108
CN(C)CCOC(=O)c1ccccc1,98,91,73,76,87,106,85,96
CCOC(=O)C1(C)CCCC1N (stereo not drawn),·,103,110,109,-14*,98,106,108
COc1cc(C2CC(c3ccccc3)=NN2C(C)=O)cc(OC)c1OC (stereo not drawn),42,35,55,68,76,35,30,51
CC(C)c1ccc(/C=C/C(=O)NC2CCN(c3nnnn3C)CC2)c(O)c1,·,·,100,96,106,96,98,101
Cc1ccc(-c2nn(-c3ccccc3)cc2C2CC(c3ccc(Cl)cc3)=NN2c2ccc(S(N)(=O)=O)cc2)cc1 (stereo not drawn),89,57,69,98,115,100,78,·
CC(C)C(C#N)C(N)=O (stereo not drawn),105,92,100,113,·,97,107,·
Cc1cccc(NC(=O)Oc2ccc(Cl)c3cccnc23)c1,90,87,100,98,95,98,93,·
CCOC(=O)c1ccc(NC(=O)Nc2ccc(-c3ccc(F)cc3)nc2C)cc1,77,99,76,92,139,62,63,111
C#Cc1cccc(Nc2ncnc3cc(OCCOC)c(OCCOC)cc23)c1,47,71,41,63,73,77,49,40
Fc1cc(F)cc(NNC(=S)c2ccccc2)c1,45,24,31,58,-17*,46,30,40
CC(C)CC(NC(=O)C(C)N)C(=O)OC(C)(C)C (stereo not drawn),101,98,98,105,·,101,104,·
CSc1nsc(SC)c1C(N)=O,93,104,94,103,93,119,112,94
O=C1NC(=O)C(c2ccccc2)(c2ccc(Cl)cc2Cl)N1 (stereo not drawn),96,98,103,104,92,104,103,100
C#C/C(=C\c1ccc(Br)cc1)n1nc2cccc(F)c2n1,75,74,83,91,46,80,72,94
